TLR9-MyD88 block = inhibitors of TLR9-MyD88 association in cells, primary screen, cell-based, CHO, BLA complementation, fluorescence; Toll-like receptor 9 (Homo sapiens) + Myeloid differentiation primary response protein …; CCF4 FRET ratio; inhibition, % at 4.98 µM; 340,000 tested, 0.21% active; AID 504734, 2011;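 active = inhibition above the mean over all tested compounds plus 3 SD, cut at about 21% in these data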;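 also: 0% = DMSO only wells and 100% = clavulanate BLA inhibitor control wells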
COUP-TFII inh = NR2F2 transcriptional activity inhibitors, primary screen, cell-based, luciferase reporter, HEK293T, luminescence | inhibition, % at 8.6 µM | 370,000 tested, 0.7% active | HEK293T NGFI-A luciferase reporter | COUP transcription factor 2 (Homo sapiens), P24468;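 active = inhibition above a per-plate cutoff, mean inhibition of test wells between control levels plus 3 SD, cut at about 38% in these data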;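 also: cells cotransfected with COUP-TFII expression vector driving the NGFI-A reporter; 0% = median of COUP-TF2 test wells and 100% = reporter-only cells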
Vif imaging = HIV Vif self-association inhibitors, primary screen, imaging, HEK293T, single point. HEK293T cells, Vif self-association by quenched fluorescence, 24 h. 340,000 tested, 0.35% active. inhibition, % at 7.49 µM; in the data active = inhibition above about 50%, passing the limit was not always enough; inconclusive = no clear call, values can overlap the other calls; inactive = below about 31%; also: some results filed as inactive read as strong as hits
SRC2 inh = inhibition of GAL4-SRC2 driven luciferase reporter, primary screen, SRC2 inhibitor project, cell-based, luminescence; HEK293 GAL4-SRC2 luciferase reporter; inhibition, % at 9 µM; Nuclear receptor coactivator 2 (Homo sapiens), Q15596; 370,000 tested, 0.17% active;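 active = inhibition above the mean inhibition of all tested compounds plus 3 SD, set per campaign, cut at about 52% in these data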;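 also: 0% = DMSO treated cells and 100% = cells given Gossypol at 36 µM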
TROY NFkB inh = inhibitors of TROY-driven NF-kB signaling, primary screen, Q293 LMP1-TROYcd cells, NF-kB luciferase, uHTS; Q293 LMP1-TROYcd NF-kB luciferase reporter, 4 h; inhibition, % at 10 µM; 360,000 tested, 0.98% active; AID 1347056, 2019;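 active = compounds whose plate-normalised and pattern-corrected inhibition of the luciferase reporter signal at the single screening dose is 50% or more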
LRH-1 inv ag = LRH-1 (NR5A2) inverse agonists, primary screen, cell-based, luminescence, HEK293T, StAR-luciferase reporter; Nuclear receptor subfamily 5 group A member 2 (Homo sapiens), O00482; LRH-1 transfected, 24 h; inhibition, % at 3.6 µM; 360,000 tested, 0.13% active; AID 602396, 2012;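 active = inhibition above the mean inhibition of all tested compounds plus 3 SD, cut at about 73% in these data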;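 also: 0% = DMSO wells and 100% = reporter-only cells lacking LRH-1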
TRAIL sens C8 = viability loss with TRAIL in NB7+C8 cells, primary screen, TRAIL sensitizer project, cell-based, ATPlite luminescence. inhibition (viability loss, TRAIL sensitization), % at 10 µM. 360,000 tested, 1% active. AID 624354, 2012;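 active = compounds causing at least 50% loss of cell viability in the single-dose screen, relative to plate controls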
NOD2-RIPK2 inh = NOD2-RIPK2 binding disruptors in cells, primary screen, fluorescence, CHO cells, BLA complementation | CCF4 ratio | inhibition, % at 4.98 µM | 360,000 tested, 0.38% active | AID 624267, 2012; in the data active = inhibition above about 21%;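 also: 0% = vehicle only and 100% = reference blocker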
NCOA3 inh = SRC3 coactivator transcriptional activity inhibitors, primary screen, cell-based, luminescence | AID 588352, 2011 | inhibition, % at 3.6 µM | 360,000 tested, 0.17% active | HEK293 GAL4-SRC3 luciferase reporter;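 active = inhibition above a per-campaign cutoff, the mean of all compounds plus 3 SD, cut at about 60% in these data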;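 also: 0% = DMSO-treated cells and 100% = gossypol-treated cells at 36 µM; higher means less SRC3-driven luciferase light from the GAL4 reporter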
EBV LMP1 NFkB = EBV LMP1-driven NF-kappaB luciferase reporter inhibitors, primary screen, cell-based, luminescence, single point; inhibition, % at 12.5 µM; AID 504558, 2011; 350,000 tested, 0.69% active; LMP1-induced NF-kappaB luciferase reporter cells; in the data active = inhibition above about 41%; inconclusive = no clear call, values can overlap the other calls;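 also: 0% = neutral control wells and 100% = reference inhibitor control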
SRC1 inh = SRC1 coactivator transcriptional activity inhibitors, primary screen, cell-based, luminescence; 360,000 tested, 0.12% active; inhibition, % at 3.6 µM; HEK293 GAL4-SRC1 luciferase reporter; AID 588354, 2011;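 active = inhibition above the campaign mean plus 3 SD, with each screening campaign given its own cutoff, cut at about 60% in these data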;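 also: 0% = DMSO treated cells and 100% = gossypol at 36 µM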
Target sequence (Q15788 whole entry, looked up, the tested form may be a part): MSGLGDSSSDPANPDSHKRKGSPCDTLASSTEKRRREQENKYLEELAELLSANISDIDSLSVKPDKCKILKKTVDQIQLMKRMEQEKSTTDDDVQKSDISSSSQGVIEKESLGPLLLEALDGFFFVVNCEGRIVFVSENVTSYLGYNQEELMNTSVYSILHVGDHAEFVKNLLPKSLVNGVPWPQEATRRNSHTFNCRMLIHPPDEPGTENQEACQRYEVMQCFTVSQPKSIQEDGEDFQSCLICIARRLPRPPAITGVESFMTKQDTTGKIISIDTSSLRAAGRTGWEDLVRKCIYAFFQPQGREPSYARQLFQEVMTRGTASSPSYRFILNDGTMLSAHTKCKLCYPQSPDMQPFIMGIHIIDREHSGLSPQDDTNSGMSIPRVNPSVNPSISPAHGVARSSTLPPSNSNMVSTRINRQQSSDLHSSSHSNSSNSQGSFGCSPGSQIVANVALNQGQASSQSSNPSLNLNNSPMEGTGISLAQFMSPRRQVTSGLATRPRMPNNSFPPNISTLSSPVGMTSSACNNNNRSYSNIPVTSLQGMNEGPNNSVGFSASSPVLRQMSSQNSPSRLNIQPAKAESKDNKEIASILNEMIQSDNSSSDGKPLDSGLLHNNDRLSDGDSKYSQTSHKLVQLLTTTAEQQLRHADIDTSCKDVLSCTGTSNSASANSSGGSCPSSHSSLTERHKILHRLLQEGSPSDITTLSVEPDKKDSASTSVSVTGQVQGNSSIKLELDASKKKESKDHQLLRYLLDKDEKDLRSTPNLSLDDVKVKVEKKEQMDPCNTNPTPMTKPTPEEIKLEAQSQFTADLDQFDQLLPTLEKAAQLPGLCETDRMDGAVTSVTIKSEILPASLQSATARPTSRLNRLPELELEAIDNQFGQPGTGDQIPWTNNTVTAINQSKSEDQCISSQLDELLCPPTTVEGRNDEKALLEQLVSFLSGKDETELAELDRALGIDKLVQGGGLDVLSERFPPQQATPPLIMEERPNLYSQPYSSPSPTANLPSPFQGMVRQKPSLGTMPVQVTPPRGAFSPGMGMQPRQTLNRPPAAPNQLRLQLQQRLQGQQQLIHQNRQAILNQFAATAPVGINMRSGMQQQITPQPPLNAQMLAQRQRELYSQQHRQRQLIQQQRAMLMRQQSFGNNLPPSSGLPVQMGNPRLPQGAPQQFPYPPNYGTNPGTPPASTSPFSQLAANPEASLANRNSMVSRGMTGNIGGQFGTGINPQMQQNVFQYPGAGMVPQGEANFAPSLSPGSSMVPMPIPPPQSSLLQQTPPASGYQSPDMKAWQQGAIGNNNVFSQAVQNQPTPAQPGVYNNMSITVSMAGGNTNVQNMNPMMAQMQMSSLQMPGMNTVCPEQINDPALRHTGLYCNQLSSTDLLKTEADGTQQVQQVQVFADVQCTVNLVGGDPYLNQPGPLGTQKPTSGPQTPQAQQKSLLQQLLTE
The depositor's hits bear a star; ? = inconclusive; . = no result given. This is a subset; rates above refer to the full screens.

SMILES	TLR9-MyD88 block	COUP-TFII inh	Vif imaging	SRC2 inh	TROY NFkB inh	LRH-1 inv ag	TRAIL sens C8	NOD2-RIPK2 inh	NCOA3 inh	EBV LMP1 NFkB	SRC1 inh
CCc1ccccc1NC(=O)CC(NCc1ccccc1)C(=O)O (stereo unspecified)	8.4	4.3	-3.0	-14.9	7.3	-6.7	-4.4	-8.9	14.6	-4.8	0.2
COc1ccc(/C=C/C(=O)Nc2nc(C)cc(C)n2)cc1OC	-2.7	2.4	12.8	-21.8	-6.6	12.3	-2.3	-12.6	4.7	-7.1	-15.6
O=C(CCS(=O)(=O)Cc1ccccc1)Nc1ccc2c(c1)OCCO2	2.6	-23.7	1.3	-10.1	8.4	7.8	-6.7	-0.6	3.5	2.0	-27.9
CN(C)CC(=O)Nc1cc(C(F)(F)F)ccc1Cl	3.0	0.1	5.0	11.8	-9.0	12.8	-3.2	-1.5	3.6	0.6	7.3
CCN(CC(=O)Nc1ccc(NC(C)=O)cc1)C(=O)c1cc(-c2ccccc2)nn1-c1ccccc1	7.7	-13.2	8.0	-5.4	-5.4	6.7	18.9	1.5	6.2	-0.1	-6.0
Cc1nc(Cl)c(C(=O)Nc2cccc(F)c2)c(C)c1Cl	-9.4	4.2	-0.3	-7.6	0.0	-4.5	-26.2	-8.0	-2.0	5.5	8.5
O=C(CCC1CCCC1)NC1CCCCC1	-2.5	-7.9	-1.6	-37.2	-11.3	-6.4	0.0	-8.8	-3.4	-11.4	-10.1
O=C(/C=C/c1ccccc1)NCCc1nc2ccccc2[nH]1	-0.2	3.9	7.7	2.2	-14.4	1.6	-30.8	1.8	8.7	?	-19.6
COc1ccc(C)cc1NC(=O)COC(=O)c1ccc([N+](=O)[O-])o1	-0.8	-5.4	-1.2	19.1	12.1	1.5	0.8	-4.2	7.0	-5.1	-34.5
O=C(CN1CCN(S(=O)(=O)c2ccccc2)CC1)Nc1ccc(Cl)c([N+](=O)[O-])c1	-3.5	-6.5	2.1	-16.1	20.6	3.8	2.5	3.6	2.9	-8.5	-18.6
Cc1ccc(N2N=C(c3ccc(Br)cc3)CCC2=O)cc1	-8.9	1.2	-10.2	-10.8	-15.2	2.2	20.7	-1.7	14.6	-3.0	-1.0
Cc1cc(=O)n2nc(N3CCC(C(=O)NCc4ccc(F)cc4)CC3)sc2n1	3.7	11.4	-1.3	-6.0	-3.8	4.7	-4.8	-9.0	-14.3	1.3	3.0
CCn1c(=O)n(CC)c2cc(N3CCCC3)c(NC(=O)c3c(F)cccc3F)cc21	4.8	15.7	-1.9	6.1	9.3	26.6	7.2	-4.3	-11.0	-5.1	-12.5
O=C(CCn1cccc1)NCCc1ccc(Cl)cc1	0.8	-9.2	2.7	17.0	.	0.5	-11.7	5.0	-14.5	-0.3	-31.8
C=CCC[C@@H](Cc1ccc(F)cc1)C(=O)OC[C@@H](Cc1ccccc1)NC(=O)[C@H](CC=C)CC(=O)NCCO	-1.4	6.1	.	-8.9	2.6	19.1	-1.4	4.7	14.8	-13.5	11.5
CCC(C)NC(=O)N[C@@H](CCSC)C(=O)OC (stereo partly specified)	-5.2	-2.0	-0.2	-20.1	8.9	6.5	-3.5	1.4	15.8	-5.7	6.2
COc1cccc(C(=O)c2c(C)c(CCC#N)n3ccccc23)c1	-11.2	-5.2	5.8	-6.5	-16.5	-5.2	-11.2	-22.7	8.6	-6.7	6.1
COCCCN1C(=O)C(=O)/C(=C(/O)c2ccc(S(=O)(=O)N3CCOCC3)cc2)C1c1ccc(Cl)cc1 (stereo unspecified)	-0.6	9.2	4.8	4.9	-7.2	3.7	-3.6	-5.5	-19.5	-2.6	-9.4
Cc1cc(C)c(OCC(=O)N(C)CC(=O)Nc2ccc(N3CCOCC3)cc2)c(C)c1	-11.1	-13.6	.	-3.2	15.6	-4.5	19.8	-8.1	3.6	-2.4	12.3
COc1ccc2nc(NC(=O)CSc3nnc(-c4ccoc4C)n3C)sc2c1	-0.1	-54.6	-4.7	-23.6	-35.5	-96.8	12.9	3.2	-84.9	-13.4	-91.3
COc1ccc(NC(=O)C2CCCN2C(=O)Nc2ccc(OC)cc2)cc1 (stereo unspecified)	2.4	-4.8	5.4	3.3	-24.0	0.7	6.8	2.8	-0.6	-2.9	6.8
CCN(CC(=O)Nc1c(F)cccc1F)C(=O)c1ccc(S(=O)(=O)NCc2ccco2)cc1	-2.5	5.0	4.4	14.0	4.5	-10.2	-3.9	-9.2	-26.0	6.8	5.2
CCN(CC)CCCC(C)NC(=O)c1cccc(S(=O)(=O)N2CCc3ccccc32)c1 (stereo unspecified)	0.8	5.2	3.4	15.3	4.0	-5.3	4.8	4.1	8.7	2.4	5.5
O=C(Nc1ccc2c(c1)OCCO2)C1CCN(S(=O)(=O)c2cccs2)CC1	3.0	4.1	-11.4	5.6	29.2	-28.7	2.1	-6.5	6.6	6.6	-7.4
CCc1ccc(C(C(=O)NC2CCCC2)N(C(=O)/C=C/C(=O)Nc2cc(C)on2)c2ccccc2C)cc1 (stereo unspecified)	-13.7	-4.9	3.8	17.7	27.4	-2.3	-1.4	-14.2	1.2	6.8	-7.1
COc1ccc(NCC(=O)Nc2ccc(Cl)cc2C)c(OC)c1	-1.0	-10.2	.	-7.7	-1.2	21.8	22.6	6.9	12.9	-1.0	3.4
COc1cccc(NC(=O)c2cccc(NC(=O)c3ccco3)c2)c1	4.7	-11.5	-1.2	-47.0	-29.2	-21.4	10.7	-8.1	-43.3	-2.3	-14.4
Cn1c(Cn2cnc3ccccc32)nnc1SCc1ccccc1	9.1	-7.5	-2.6	-8.6	10.6	18.4	-10.5	5.6	10.6	-0.2	4.4
CCS(=O)(=O)c1nc(S(=O)(=O)c2ccc(C)cc2)c(N2CC(C)OC(C)C2)s1 (stereo unspecified)	-2.4	10.6	1.1	31.8	5.4	3.3	2.0	1.1	27.2	14.2	-19.9
Cc1nc2oc3c(NCC4CCCO4)ncnc3c2c2c1COC(C)(C)C2 (stereo unspecified)	6.0	8.1	12.9	-5.3	-10.1	1.3	-4.3	-7.0	-3.2	0.8	-0.1
CN(CC(=O)Nc1ccc(F)c(F)c1F)C(=O)CCc1nc2sc3c(c2c(=O)[nH]1)CCCC3	-6.9	4.5	-1.0	-3.9	-4.8	11.5	8.7	-0.1	9.6	-8.3	-2.7
CCn1c(SCC(=O)NC2CCCCC2)nnc1-c1cccs1	-6.7	3.1	-4.6	0.7	1.6	-5.1	8.4	-9.4	5.4	-5.7	-0.4
Cc1ccnc(NC(=O)CN2C(=O)NC(C)(c3ccc4ccccc4c3)C2=O)c1 (stereo unspecified)	-4.2	-0.9	0.0	-64.8	8.2	-31.0	1.8	2.5	-14.8	-13.0	-52.9
CCN(c1ccccc1)S(=O)(=O)c1ccc(OC)c(NC(=O)C2CCC2)c1	-6.8	13.6	-4.9	7.3	10.0	18.3	6.7	-13.4	-2.1	-4.7	-3.9
CC(C)(C)[C@@H]1COC(=O)[C@H](Cc2ccc(F)cc2)C/C=C\C[C@@H](CC(=O)NCCO)C(=O)N1	-18.9	-6.9	-2.6	-0.7	2.4	5.2	-18.4	-11.7	6.0	6.5	-3.7
O=C(Nc1ccccc1)c1cc([N+](=O)[O-])ccc1N1CCCCC1	8.8	14.8	-5.0	6.6	-16.0	12.4	5.9	-3.8	5.2	11.2	15.6
CCCOC(=O)c1cc(-c2ccc(/C=C3/C(=O)N(C)C(=O)C(C#N)=C3C)o2)ccc1Cl	-9.1	.	-4.3	.	-41.7	-72.1	-17.8	-9.6	-117.6	-3.1	-74.9
Cc1cccc(-n2nnc(C(=O)N3CCc4ccccc4C3)c2N)c1	2.0	-2.8	.	-40.3	-24.0	-67.0	11.4	1.8	-15.1	-1.6	-14.4
CC(C)CC1NC(=O)N(CC(=O)Nc2cc([N+](=O)[O-])ccc2F)C1=O (stereo unspecified)	-6.9	-3.0	-0.4	-8.6	-7.6	12.7	1.8	-6.9	-3.2	-0.2	-37.5
Cn1c(CCc2nc3ccccc3[nH]2)nnc1SCC#N	-6.5	2.7	-3.2	-3.8	-21.6	-3.9	3.7	-2.2	20.5	-0.2	14.5
CCCn1nc(C(=O)Nc2cccc(C(=O)OC)c2)c2ccccc2c1=O	-1.2	1.4	-1.8	3.5	-17.3	16.1	-2.8	0.7	23.6	-15.8	12.8
Cc1ccc2nc(COC(=O)CNC(=O)c3ccccc3)cn2c1	3.1	11.7	3.3	4.2	16.2	-17.4	-17.0	1.0	-15.2	-6.6	-10.7
CNS(=O)(=O)c1ccc(C(C)(C)C)cc1	10.9	22.8	-5.7	14.6	-10.9	4.7	-6.4	5.2	6.5	-7.4	-10.2
CC(C(=O)NCc1ccccc1Cl)N1C(=O)c2ccccc2C1=O (stereo unspecified)	-3.0	0.5	-3.3	-19.0	-8.6	1.3	-14.1	-12.5	-2.4	2.8	4.0
CCOC(=O)c1c(NC(=O)c2cccnc2Cl)sc(C(=O)N(C)C)c1C	-2.9	-6.6	-3.5	-10.5	6.6	-16.1	1.5	1.2	-1.6	4.7	-8.0
COCC(=O)N(C)C[C@H]1Oc2ncc(C#C[C@H](C)O)cc2C(=O)N([C@@H](C)CO)C[C@H]1C	-1.0	4.8	13.4	0.2	-7.3	13.7	-15.7	5.8	11.1	-15.3	-2.1
Cc1ccc(C2C3=C(CCCC3=O)Nc3nc(SCC(=O)NCc4ccco4)[nH]c(=O)c32)cc1 (stereo unspecified)	-8.6	5.5	3.5	15.6	2.6	-5.6	-11.0	3.8	12.5	0.5	-10.1
CC(=O)C1=C(C)Nc2ncnn2C1c1ccc(F)cc1 (stereo unspecified)	1.1	16.3	-5.6	-1.1	-18.0	-18.3	-17.7	-12.4	7.0	-6.1	-11.2
COc1cccc(/C=C/C(=O)NNC(=O)c2ccccc2)c1OC	-2.1	-58.4	-5.3	-59.0	-24.4	-72.5	27.7	-0.9	-81.3	-1.6	-67.3
CCC1(c2ccccc2)NC(=O)N(CC(=O)Nc2cc(S(=O)(=O)N3CCCCC3)ccc2OC(C)C)C1=O (stereo unspecified)	-8.7	13.3	-2.4	12.1	-26.2	-31.9	-11.1	4.4	4.2	-11.2	-1.2

Source: PubChem BioAssay (several laboratories)
